NPC1 prom act = activates the NPC1 promoter. 320,000 compounds, 2.4% hits. AID 485313. Potency, µM (titrated, usually from 9.22 µM), for the others: top-dose activation, actives largely listed as activators. Huh7 NPC1 promoter luciferase reporter, 24 h;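 also: % of control where 0% means no effect; nearly all actives have a fitted effect of over 60% in size; reporter is driven by a mutant NPC1 promoter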
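Readout is luciferase luminescence, reflecting NPC1 promoter activation in stably transfected Huh7 cells after 24 h compound exposure at 37 °C in reduced-serum medium with 10% FBS.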
FLuc modulator = inhibits or activates purified firefly luciferase, miR-21 counter-screen; P08659; purified FLuc, Km substrates, luminescence inhibition; Potency, µM (doses to about 57.5 µM), for inactives: top-dose activity change, negative = inhibition, hits mostly inhibitors; 360,000 compounds, 6.9% hits; AID 588342;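 also: plate controls were vehicle for no effect and reference inhibitor for full effect; nearly all actives have a fitted effect of over 55% in size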
Target sequence (P08659 whole entry, looked up): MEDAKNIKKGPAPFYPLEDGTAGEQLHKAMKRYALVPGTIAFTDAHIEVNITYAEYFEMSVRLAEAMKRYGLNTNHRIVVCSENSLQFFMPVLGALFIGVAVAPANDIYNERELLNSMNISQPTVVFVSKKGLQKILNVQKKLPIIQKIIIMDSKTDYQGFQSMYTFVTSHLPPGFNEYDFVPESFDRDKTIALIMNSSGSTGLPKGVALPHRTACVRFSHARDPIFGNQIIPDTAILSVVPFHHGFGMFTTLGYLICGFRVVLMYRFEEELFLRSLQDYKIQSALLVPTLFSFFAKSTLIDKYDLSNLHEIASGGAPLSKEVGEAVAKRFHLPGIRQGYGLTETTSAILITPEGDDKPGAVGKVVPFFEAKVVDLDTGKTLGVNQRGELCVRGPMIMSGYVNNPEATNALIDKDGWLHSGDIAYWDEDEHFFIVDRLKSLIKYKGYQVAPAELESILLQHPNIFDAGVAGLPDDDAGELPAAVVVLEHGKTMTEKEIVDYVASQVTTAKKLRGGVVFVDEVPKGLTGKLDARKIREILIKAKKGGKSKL
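Biochemical qHTS of compounds, final roughly 60 µM downward over six points, against 10 nM purified firefly luciferase using Km concentrations of substrates (10 uM D-luciferin, 10 uM ATP) in Tris acetate pH 7.5 buffer; luminescence output.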
uPA generation = cell surface uPA generation inhibition; Potency, µM (highest dose often 38.3 µM), inactives show at the top dose activity change, negative = inhibition, most hits filed as inhibitors; 330,000 compounds, 0.31% hits; cell surface uPA generation assay, qHTS; active = well fitted inhibition curve with a large enough effect; inconclusive = small, poorly fitted or top-dose-only effect; inactive = no such curve, though single readings can be large or run the other way; tested in mouse RAW 264.7 cells; also: % is scaled to controls: 0 for no effect and ±100 for the full control effect; nearly all actives have a fitted effect of over 55% in size
RORg inh = inhibitors of mouse ROR gamma transcriptional activity | Potency, µM (titrated, usually from 53.6 µM), inactives show at the top dose activity change, negative = inhibition, usual class: inhibitors | 310,000 compounds, 5.4% hits | AID 2551 | Drosophila S2 Gal4-RORgamma UAS-luciferase reporter, 20 h; also: % is scaled to controls: 0 for no effect and ±100 for the full control effect; nearly all actives have a fitted effect of over 60% in size
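Luciferase reporter read in Schneider cells carrying Gal4-RORγ (mouse) and UAS-Photinus luciferase; cells given compound 1 h before 700 uM copper sulfate induction, then incubated 20 h at ambient temperature.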
Rab9 prom act = Rab9 promoter activation; Huh7 Rab9 promoter-luciferase reporter, luminescence, 24 h; Potency, µM (series often up to 9.22 µM), inactives show top-dose activation, negative = inhibition, hits mostly activators; 320,000 compounds, 2.8% hits; also: % of control where 0% means no effect; nearly all actives have a fitted effect of over 60% in size
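Quantitative HTS format; Huh7 Rab9-luciferase reporter cells (1500/well) receive compound 2 h post-plating, incubate 24 h at 37 °C, then get luciferase reagent for 10 min before luminescence reading.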
BRCA1 expr act = activators of BRCA1 expression. MCF7-BRCA1-FFLuc reporter, luminescence, 48 h; response scale: scaled: vehicle 0%, 10 µM genistein 100%. 380,000 compounds, 1.1% hits. AID 624202. Potency, µM (doses to about 46.1 µM), for inactives: top-dose activation, hits mostly activators; also: nearly all actives have a fitted effect of over 80% in size; some results filed as inactive show a strong effect at the top dose
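MCF7-BRCA1-FFLuc, 2000 cells/well; 2 h attach, 37 °C/5% CO2; compound 48 h; luciferase substrate 15 min; luminescence end-point. Norm. to genistein 10 microM max activation and DMSO; concentration-response curves fitted.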
VP16 counter = Gal4-VP16 reporter inhibition counter-screen. AID 2546. Potency, µM (top dose mostly 53.6 µM), without a hit: at the highest dose activity, negative = inhibition, usual class: inhibitors. 310,000 compounds, 3.5% hits. Drosophila S2 Gal4-VP16 UAS-luciferase, luminescence, 20 h;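 also: Gal4-VP16 expression switched on by copper sulfate through the metallothionein promoter; % is scaled to controls: 0 for no effect and ±100 for the full control effect; nearly all actives have a fitted effect of over 50% in size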
CXXC DNA block = MLL CXXC-DNA interaction inhibition; AID 2662; MLL-CXXC / FITC-HOXA9 DNA fluorescence polarization; Potency, µM (doses to about 115 µM), for the others: at the top dose activity change, negative = inhibition, most hits filed as inhibitors; 290,000 compounds, 0.037% hits; Q03164; active = well fitted inhibition curve with a large enough effect in the polarisation, with a control signal flat, not every such curve was filed as active; inconclusive = small, poorly fitted or top-dose-only effect, or effect the other way, or a change in a side signal; inactive = no such curve, though single readings can be large or run the other way; the % refers to the polarisation
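Purified MLL-CXXC (added from a 7 uM solution) was preincubated 5 min at ambient with pinned compounds in 50 mM Tris-HCl pH 7.5, 50 mM NaCl, 1 mM DTT, 0.05% BSA. Fluorescein-labeled HOX-A9 DNA (50 nM solution) followed, 30 min, then polarization read.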
MBNL1-CUG inh = inhibitors of human MBNL1 binding to CUG repeat RNA | Q9NR56 | TR-FRET MBNL1-His/biotin-(CUG)12 binding, 665/545 ratio | Potency, µM (top dose mostly 57.5 µM), without a hit: at the top dose activity change, negative = inhibition, most hits filed as inhibitors | 280,000 compounds, 0.036% hits; active = well fitted inhibition curve with a large enough effect in the signal ratio, with a control signal flat, not every such curve was filed as active; inconclusive = small, poorly fitted or top-dose-only effect, or effect the other way, or a change in a side signal; inactive = no such curve, though single readings can be large or run the other way; the % refers to the signal ratio; also: % is scaled to controls: 0 for no effect and ±100 for the full control effect
Target sequence (Q9NR56 whole entry, looked up): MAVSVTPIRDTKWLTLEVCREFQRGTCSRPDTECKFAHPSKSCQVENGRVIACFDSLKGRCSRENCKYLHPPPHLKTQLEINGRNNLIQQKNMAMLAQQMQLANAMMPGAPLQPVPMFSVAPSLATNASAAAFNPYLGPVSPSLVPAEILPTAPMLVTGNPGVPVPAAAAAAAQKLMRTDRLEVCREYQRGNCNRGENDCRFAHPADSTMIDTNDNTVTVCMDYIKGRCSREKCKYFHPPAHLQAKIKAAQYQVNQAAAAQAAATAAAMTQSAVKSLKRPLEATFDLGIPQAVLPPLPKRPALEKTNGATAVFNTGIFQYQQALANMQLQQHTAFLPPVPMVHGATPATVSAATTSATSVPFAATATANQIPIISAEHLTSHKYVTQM
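MBNL1-His + Biotin-(CUG)12, cpd titration 92 nM–58 uM; Tb anti-His Ab 0.055 ng/ul, SA-XL665 5 nM (final); 60 min RT; ratiometric 665/545 nm, Ex 340 nm; normalized to buffer and full-complex controls.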
p53 reactivation = mutant p53 re-activation in reporter cells. 320,000 compounds, 0.063% hits. AID 504706. Potency, µM (highest dose often 92.2 µM), for the others: at the top dose activity change, positive = activation, most hits filed as activators. H1299 p53-A138V BP100-luciferase reporter, luminescence, 24 h; also: % of control where 0% means no effect; nearly all actives have a fitted effect of over 45% in size
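H1299 (p53-null), stable ts p53-A138V + BP100-Luc; 1000 cells/well, Opti-MEM/10% FBS; cpd 4 pt, 1:5; 24 h, 37 deg C, 5% CO2; detection reagent 10 min RT; luminescence.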
ELG1 genotox = genotoxicity induction in ELG1-luciferase HEK293T cells; Potency, µM (top dose mostly 46 µM), without a hit: at the highest dose activity change, positive = activation, hits mostly activators; 330,000 compounds, 1.3% hits; AID 504466; HEK293T ELG1-luciferase reporter, luminescence, 16 h; also: % of control where 0% means no effect; nearly all actives have a fitted effect of over 60% in size
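After overnight (16 hr) compound treatment at 37 °C, ELG1-luciferase HEK293T cells were lysed with ONE-Glo; luminescence quantified 30 min later at room temperature.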
Numbers without * were called inactive; u = inconclusive; x = no result given; & = joins results of further samples; [ ] = another dose, or the depositor's remark. Unless noted, calls follow the shape of the dose curve; as a rule, active = well fitted curve in the direction sought with a large enough effect; inconclusive = small, poorly fitted or top-dose-only effect, or another doubt; inactive = no such curve, though single readings can be large; an effect the other way counts as inactive or inconclusive. Potency is read from the fitted curve at half-maximal effect. A portion of the library (hit frequency here may not be typical).

canonical_smiles	NPC1 prom act	FLuc modulator	uPA generation	RORg inh	Rab9 prom act	BRCA1 expr act	VP16 counter	CXXC DNA block	MBNL1-CUG inh	p53 reactivation	ELG1 genotox
COc1cc(/C=N/NC(=O)c2ccncc2)ccc1OCC(=O)Nc1ccccc1	-4%	u	-3%	u	-1%	74%	-15%	11%	u	u	4%
COc1ccc(S(=O)(=O)N2CCOc3ccccc32)cc1	-41%[inhibitor]	3%	u	0%	-23%	-36%	7%	3%	-1%	0%	-3%
CCOC(=O)N1CCN(C(=O)CCNS(=O)(=O)c2ccc(C)c(C)c2)CC1	-4%	0%	-5%	x	4%	4%	x	x	x	-6%	0%
Nc1nc(N)nc(-c2ccc(Cl)cc2)n1	u	15µM*	-9%	13%	u	u	34%	0%	10%	18%	u
CC(C)(C)OC(=O)N1CCC(CC2CC(c3ccccc3)=NO2)(C(=O)NCc2ccccc2)CC1 (stereo not given)	-2%	3%	0%	x	1%	-25%	x	x	x	-4%	-2%
Cc1cc(NS(=O)(=O)c2ccc(C3CCCCC3)cc2)no1	0%	-1%	-7%	6%	4%	2%	-2%	-7%	7%	-5%	-5%
CCOc1ccc(-c2cc(C(=O)Nc3ccc4c(c3)OCCO4)c3ccccc3n2)cc1	25%	2.4µM*	-2%	15%	u	23%	4%	0%	11%	5%	2%
CCn1c(O)c(/C=C2\C=NN=C2c2ccccc2)sc1=S	0%	u	30%	-10%	-7%	-35%	1%	-4%	10%	2%	0%
Cc1ccccc1C1=Nn2c(nnc2-c2ccco2)SC1	0%	5%	10%	22%	1%	-2%	14%	-5%	-4%	2%	4%
CCOc1ccccc1CN1CCN(CC2CC2)CC1CCO (stereo not given)	0%	5%	4%	-1%	-1%	4%	-1%	-11%	4%	x	-5%
Cc1ccc(C)c(N2CCN(C(=O)CN3C(=S)NC(C)(C)CC3C)CC2)c1 (stereo not given)	-3%	1%	-2%	7.9µM*	-2%	-24%	u	-4%	2%	-5%	-6%
COc1ccc(CCNC(=O)CCNS(=O)(=O)c2cccc(Cl)c2)cc1OC	-4%	-2%	3%	12%	-1%	-22%	-10%	-3%	-1%	-2%	0%
COc1ccccc1N1CCN(C(=O)c2ccc3[nH]c(C)c(C)c3c2)CC1	-29%	2%	u	21%	-25%	-31%	5%	-2%	-1%	13%	u
O=C(O)CCn1cc(/C=N/O)c(-c2cccc([N+](=O)[O-])c2)n1	-7%	-10%	4%	3%	0%	1%	-8%	-5%	u	1%	0%
CCCNC(=O)c1onc(CSc2ccccc2)c1C(=O)NCCC	-6%	-2%	5%	x	0%	2%	x	x	x	5%	-2%
Cc1cc(C(F)F)n2nc(C(=O)Nc3cc(C)on3)nc2n1	-1%	2%	6%	-2%	-1%	7%	-2%	3%	6%	6%	5%
COc1ccc(-c2nnn3c2nc(NCc2ccccc2)c2ccccc23)cc1	-3%	4%&0%	10%	6%	0%	-27%&-27%	4%	1%	6%	-1%	5%
CCc1oc2ccccc2c1C(=O)CCN1CCCCC1	2%	-1%	-12%	-15%	-4%	-68%	-25%	61%[activator]	5%	x	-4%
O=C1/C(=C/c2ccccn2)SC(=S)N1N1CCOCC1	0%	2%	0%	2%	14%	2%	12%	-1%	x	0%	0%
C=CCn1c(COc2ccccc2)nnc1SCC(=O)Nc1ccc2c(c1)OCCO2	-6%	-8%	1%	-3%	3%	-3%	-7%	7%	-2%	-18%	4%

Single values from the entries so far:
CXXC DNA block, CCn1c(O)c(/C=C2\C=NN=C2c2ccccc2)sc1=S = -4%
NPC1 prom act, COc1ccccc1N1CCN(C(=O)c2ccc3[nH]c(C)c(C)c3c2)CC1 = -29%

(list continues)
canonical_smiles	NPC1 prom act	FLuc modulator	uPA generation	RORg inh	Rab9 prom act	BRCA1 expr act	VP16 counter	CXXC DNA block	MBNL1-CUG inh	p53 reactivation	ELG1 genotox
O=C(CSc1nnc(CNC(=O)c2cccc(C(F)(F)F)c2)o1)NCc1ccco1	-1%	-2%	3%	-11%	-2%	-10%	2%	3%	4%	10%	0%
CCCC(=O)NCCCc1nc2ccccc2n1C(C)C	-2%	-1%	2%	17%	1%	-7%	-11%	-4%	2%	-2%	0%
Cc1nc(-c2ccccc2)nc(Cl)c1Cl	-2%	-3%	2%	-6%	0%	-22%	7%	11%	-3%	1%	1%
OC1(c2cccc(C(F)(F)F)c2)CCN(c2ccc(-c3ccccc3)nn2)CC1	3.2µM*	-19%	10%	u	1.4µM*	u	4%	-12%	-28%	u	14%
CCOC(=O)c1n[nH]c(=O)c2ccccc12	-1%	-1%	3%	-40%	3%	-1%	-10%	2%	7%	-4%	4%
COc1ccc(OCC(O)CNC(=O)c2c(-c3ccccc3)noc2C)cc1 (stereo not given)	-1%	1%	12%	7%	-2%	1%	-8%	-11%	x	1%	0%
COc1ccc(-c2cn(-c3ccc(Br)cc3)c3[n+]2CCS3)cc1	-5%	1%	-10%	6%	-9%	-44%	u	-2%	x	-1%	-8%
CC(=O)Nc1sc(C)c(C)c1C(=O)OCC(=O)NCc1ccccc1	-1%	3%	0%	x	3%	4%	x	x	x	11%	2%
COc1cccc(-c2nc(CS(=O)CC(=O)NCc3ccc(F)cc3)c(C)o2)c1 (stereo not given)	-6%	5%	17%	u	-1%	-3%	0%	5%	-4%	-5%	0%
COc1cc(/C=C2/C(=N)N3N=C(CC(=O)N4CCOCC4)SC3=NC2=O)ccc1OCc1ccccc1F	17%	-2%	1%	5%	2%	84%	-2%	-2%	-6%	15%	3%
Cn1c(-c2cc3ccc(OC(=O)C(C)(C)C)cc3oc2=O)nc2ccccc21	u	u	-12%	-1%	u	u	20%	58%[activator]	u	u	u
Cc1cc2oc(=O)cc(COC(=O)c3n[nH]c4ccccc34)c2cc1C	u	u	1%	0%	18%	70%	7%	58%[activator]	1%	8%	u
O=C(c1ccc(S(=O)(=O)N2CCCCC2)cc1)N(c1ccccn1)C1CCCCC1	-1%	-1%	4%	-3%	1%	-4%	-2%	1%	-4%	u	-6%
Cc1ccc(N2C(=O)c3ccccc3C2C(=O)c2ccc(C)c(C)c2O)cc1 (stereo not given)	10%	-11%	-4%	-15%	14%	-54%	-4%	-17%	6%	1%	2%
COc1ccc(NC(=S)NCCc2ccccc2OC)c(OC)c1	-1%	0%	0%	-136%	-6%	-20%	u	0%	0%	-5%	-8%
COc1cc2c(cc1OC)C(C)N(C(=O)c1cc3c(C)cc(C)cc3[nH]1)CC2 (stereo not given)	-15%	2%	-16%	-7%	-9%	-31%	-29%	-8%	-5%	-17%	-22%
O=C(NCCS(=O)(=O)c1ccc(Cl)cc1)c1ccc(F)cc1	2%	7%	2%	10%	-5%	-11%	8%	-6%	x	-3%	5%
O=[N+]([O-])c1ccc(C=Nc2ccc(Cl)c([N+](=O)[O-])c2)s1	-27%	-3%	x	u	-26%	x	-24%[10 µM]	u	u	-12%	-25%
Cc1c(NC(=O)c2ccc(CN3CCc4ccccc4C3)cc2)c(=O)n(-c2ccccc2)n1C	-10%	-1%	0%	-41%	-22%	-78%	-10%	0%	-4%	-9%	-9%
Cc1nc([N+](=O)[O-])nn1C12CC3CC(CC(Br)(C3)C1)C2	-1%	-17%	5%	18%	-1%	-3%	0%	1%	u	u	0%

canonical_smiles	NPC1 prom act	FLuc modulator	uPA generation	RORg inh	Rab9 prom act	BRCA1 expr act	VP16 counter	CXXC DNA block	MBNL1-CUG inh	p53 reactivation	ELG1 genotox
COc1ccc2cc(CCl)c(Cl)nc2c1	-2%	-21%	2%	21%	-4%	39%	-7%	6%	3%	-1%	-6%
COc1ccccc1C1C(C#N)=C(N)N(N(C)C)C2=C1C(=O)CC(C)(C)C2 (stereo not given)	-4%	1%	4%	17%	-1%	2%	3%	-7%	-2%	-4%	-5%
Cc1ccc2cc(CCNC(=O)c3ccc(S(=O)(=O)N4CCOCC4)cc3)c(=O)[nH]c2c1C	-3%	-1%	-4%	19%	-1%	-5%	1%	16%	-5%	3%	-14%
CCOc1ccccc1N1CCN(C(=O)c2ccc(-c3ccc(OC(C)=O)cc3)cc2)CC1	-2%	-4%	-2%	-25%	1%	-37%	-5%	1%	15%	-1%	0%
Cc1ccc(S(=O)(=O)c2cc3ccc(O)cc3oc2=O)cc1C	-3%	2%	-12%	6%	0%	-19%	-2%	14%	23%	0%	-1%
CC(CCc1ccccc1)NCC(O)COc1ccccc1 (stereo not given)	-2%	0%	-15%	-45%	0%	-12%	3%	7%	-2%	-3%	-1%

Screening results (PubChem)
